TSG101-PTAP inh – blocks PTAP/TSG101 interaction to inhibit HIV-1 budding. Q99816. Potency, µM (titrated, usually from 115 µM), without a hit: at the top dose activity change, negative = inhibition, usual class: inhibitors. AID 493005. Fluorescence polarization, FITC-PTAP peptide / Tsg101 binding. 340,000 tested, under 10 active; active means well fitted inhibition curve with a large enough effect in the main read-out, with a control signal flat, not every such curve was filed as active; inconclusive means small, poorly fitted or top-dose-only effect, or effect the other way, or a change in a side signal; inactive means no such curve, though single readings can be large or run the other way; further: potency means the concentration at half of the fitted maximal effect; % of control where 0% means no effect
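Compounds were pin-transferred onto Tsg101 binding domain (10 uM final) in HEPES pH 7.5 buffer, then FITC-PTAP peptide was added at 50 nM final. After 20 min at RT, polarization reported peptide displacement across a qHTS concentration series.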
B2AR arrestin – recruits beta-arrestin to the human beta2-adrenergic receptor; AID 492947; P07550; Potency, µM (highest dose often 46.1 µM), inactives show top-dose activation, actives largely listed as activators; beta-arrestin recruitment to beta2AR, cell-based reporter; 0.02% of 330,000 active;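 further: potency means the concentration at half of the fitted maximal effect; 0% = DMSO controls and full agonism = EC100 isoproterenol or metaproterenol; nearly all actives have a fitted effect of over 65% in size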
p53 reactivator – mutant p53 re-activation in reporter cells; H1299 p53-A138V BP100-luciferase reporter, luminescence, 24 h; Potency, µM (titrated, usually from 92.2 µM), inactives show at the top dose activity change, positive = activation, usual class: activators; 0.063% of 320,000 active; further: potency means the concentration at half of the fitted maximal effect; % of control where 0% means no effect; nearly all actives have a fitted effect of over 45% in size
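p53-null H1299 cells stably carrying temperature-sensitive p53-A138V and a BP100-luciferase reporter were pinned with compounds (4-point, 1:5 series) and held 24 hrs at 37 deg C. Luminescence was read 10 min after detection reagent.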
a7 integrin act – activators of alpha7 integrin expression for muscular dystrophy. alpha7betagal myoblasts, beta-gal FDG fluorescence, 48 h. 0.064% of 350,000 active. Potency, µM (highest dose often 38.3 µM), for inactives: at the highest dose activation, actives largely listed as activators. AID 624291;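 further: potency means the concentration at half of the fitted maximal effect; 100% = response of the positive control SU9516; nearly all actives have a fitted effect of over 60% in size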
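Alpha7betagal+/- myoblasts (passage 13) were plated 16-24 hr, then exposed to compounds (1:260 dilution of DMSO stock) for 48 hours at 37C. After MPER lysis, β-galactosidase reporter activity was read as FDG fluorescence (ex 480/em 540) after 30 minutes.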
TCR act – T cell receptor activation; primary human leukocytes, anti-CD3, IL-2 HTRF, 48 h; Potency, µM (top dose mostly 9.22 µM), without a hit: top-dose activation of IL-2 secretion, hits mostly activators; 330,000 tested, under 10 active; AID 504894; further: % of control where 0% means no effect
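Primary human leukocytes receive a-CD3 beads and test compound and are incubated 48 hr. Secreted IL-2 is then assayed by HTRF, measuring 665nm acceptor emission after 320nm excitation of the europium donor.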
MLL CXXC-DNA inh – MLL CXXC-DNA interaction inhibition; MLL-CXXC / FITC-HOXA9 DNA fluorescence polarization; Potency, µM (highest dose often 115 µM), without a hit: at the highest dose activity change, negative = inhibition, most hits filed as inhibitors; 0.037% of 290,000 active; active means well fitted inhibition curve with a large enough effect in the polarisation, with a control signal flat, not every such curve was filed as active; inconclusive means small, poorly fitted or top-dose-only effect, or effect the other way, or a change in a side signal; inactive means no such curve, though single readings can be large or run the other way; the % refers to the polarisation; further: potency means the concentration at half of the fitted maximal effect
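Purified MLL-CXXC (added from a 7 uM solution) was preincubated 5 min at ambient with pinned compounds in 50 mM Tris-HCl pH 7.5, 50 mM NaCl, 1 mM DTT, 0.05% BSA. Fluorescein-labeled HOX-A9 DNA (50 nM solution) followed, 30 min, then polarization read.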
A-T KAP1 phos – potential ataxia-telangiectasia treatment; […] A-T fibroblasts, KAP-1 phosphorylation AlphaLISA; neocarzinostatin DNA damage 30 min before lysis; Potency, µM (doses to about 57.5 µM), for the others: at the highest dose activation, actives largely listed as activators; 0.19% of 320,000 active; further: potency means the concentration at half of the fitted maximal effect; % of control where 0% means no effect; nearly all actives have a fitted effect of over 45% in size
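ATM-like activity read as KAP-1 phosphorylation via AlphaLISA donor/acceptor antibody pairs after lysis and 6 hr at 25C. Cells were ATM-null patient fibroblasts ([…], hTERT), dosed 60 min, then exposed to the DSB inducer NCS for 30 min.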
ELG1 DNA repair – inhibitors of ELG1-dependent DNA repair in HEK293T cells; 2.3% of 330,000 active; HEK293T ELG1-luciferase reporter, luminescence, 16 h; DNA damage induced by 5-fluorouridine; Potency, µM (doses to about 46.1 µM), inactives show at the top dose activity change, negative = inhibition, actives largely listed as inhibitors; further: potency means the concentration at half of the fitted maximal effect; on the % scale 0 is the no-effect control and ±100 the full control effect; nearly all actives have a fitted effect of over 55% in size
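Reporter activity after DNA damage by 5-fluorouridine is monitored. Compound-treated cells incubate 16 hr at 37 °C, then ONE-Glo is added for 30 min before luminescence reading.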
TRPV1 agonist – human TRPV1 agonism; TRPV1-expressing cells, Fluo-8 calcium influx, agonist mode; activation, % at 8.33 µM; 0.19% of 320,000 active; AID 540275; in the data active means activation above about 80%; inconclusive means between about 30% and that limit; further: 0% is about no effect
Target sequence (Q8NER1 whole entry, looked up): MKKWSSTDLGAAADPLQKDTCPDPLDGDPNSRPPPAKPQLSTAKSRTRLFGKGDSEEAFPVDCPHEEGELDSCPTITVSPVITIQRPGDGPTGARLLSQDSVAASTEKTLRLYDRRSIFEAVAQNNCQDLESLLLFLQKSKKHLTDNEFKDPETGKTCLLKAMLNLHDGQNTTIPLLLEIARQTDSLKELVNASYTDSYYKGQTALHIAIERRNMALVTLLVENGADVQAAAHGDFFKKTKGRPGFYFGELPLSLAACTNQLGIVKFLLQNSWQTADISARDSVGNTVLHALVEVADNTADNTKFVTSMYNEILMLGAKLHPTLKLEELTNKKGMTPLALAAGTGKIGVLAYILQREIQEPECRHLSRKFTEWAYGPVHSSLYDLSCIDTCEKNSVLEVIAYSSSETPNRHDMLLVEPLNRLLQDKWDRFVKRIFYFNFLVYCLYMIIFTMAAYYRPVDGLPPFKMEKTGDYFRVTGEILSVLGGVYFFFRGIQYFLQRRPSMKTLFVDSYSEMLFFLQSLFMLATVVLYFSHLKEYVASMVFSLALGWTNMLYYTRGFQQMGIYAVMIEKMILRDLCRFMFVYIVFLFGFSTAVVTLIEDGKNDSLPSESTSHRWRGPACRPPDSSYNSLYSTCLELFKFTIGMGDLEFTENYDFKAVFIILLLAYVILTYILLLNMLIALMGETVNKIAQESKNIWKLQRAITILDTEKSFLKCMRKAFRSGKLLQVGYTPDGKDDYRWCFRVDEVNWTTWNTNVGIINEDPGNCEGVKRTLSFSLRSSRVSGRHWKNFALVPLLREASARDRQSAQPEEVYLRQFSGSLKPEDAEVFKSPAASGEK
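TRPV1-expressing cells were cultured overnight at 35.5C and loaded with Fluo-8 calcium dye for 40 to 90 min at room temperature. After a 10 s baseline, compound was added and calcium influx was read kinetically for 3 min (ex 480/em 520 nm).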
BRCA1 expr act – BRCA1 expression activation | 1.1% of 380,000 active | MCF7-BRCA1-FFLuc reporter, luminescence, 48 h; response scale: scaled: vehicle 0%, 10 µM genistein 100% | Potency, µM (top dose mostly 46.1 µM), inactives show top-dose activation, usual class: activators; further: potency means the concentration at half of the fitted maximal effect; nearly all actives have a fitted effect of over 80% in size; some results filed as inactive show a strong effect at the top dose
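Luminescence from a BRCA1-driven firefly luciferase in MCF7 cells was read after 48 h compound exposure at 37 C. Data normalized against DMSO and a 10microM genistein activation control, then curve-fitted across the titration.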
* marks the source's active call; other numbers are inactive results; u = inconclusive; x = not tested or not shown; [ ] = remark or other dose. Unless noted, the call rests on the fitted dose curve; in most records, active means well fitted curve in the direction sought with a large enough effect; inconclusive means small, poorly fitted or top-dose-only effect, or another doubt; inactive means no such curve, though single readings can be large; an effect the other way counts as inactive or inconclusive.

Results follow in this order: TSG101-PTAP inh	B2AR arrestin	p53 reactivator	a7 integrin act	TCR act	MLL CXXC-DNA inh	A-T KAP1 phos	ELG1 DNA repair	TRPV1 agonist	BRCA1 expr act
- CCCCNC(=O)CCCCC(=O)N/N=C/c1cccc(Cl)c1
  0%	-0.5%	-7%	-26%	-5%[46.1 µM]	u	13%	-18%	-9	9%
- CCCNc1c(F)c(F)c2c(C)c3ccccc3nc2c1F
  u	7.0%	u	-35%	13%	u	15%	u	11	25%
- COc1ccc(C2SCC(=O)N2c2nc3ccccc3s2)cc1 (configuration not stated)
  -1%	-0.2%	22%	-16%	2%	-4%	7%	u	-1	u
- Cc1ccc(OCC(=O)Nc2ccc(N(C)C)cc2)cc1
  -1%	0.3%	9%	-9%	-1%	10%	5%	u	-1	16%
- COc1cccc(C(=O)N2CCN(CCCc3ccccc3)CC2)c1OC
  -6%	0.4%	-6%	0%	-2%	6%	-2%	-14%	1	-35%
- CC(C)CC(C(=O)O)N1C(=O)C2C3CC(C2C1=O)C1C(c2ccccc2)c2sc(=O)[nH]c2SC31 (configuration not stated)
  -5%	-1.3%	-9%	6%	-6%[46.1 µM]	31%[activator]	-10%	u	-9	-3%
- N#Cc1ccc(CSc2nnc(NC(=O)C3CC(=O)N(c4ccc5c(c4)OCCO5)C3)s2)cc1 (configuration not stated)
  -8%	3.1%	-2%	18%	3%[46.1 µM]	6%	4%	-1%	-2	4%
- COc1ccc(CCNC(=O)c2ccc(Cl)c(S(=O)(=O)N3CCCC3)c2)cc1
  -4%	0.2%	1%	-45%[inhibitor]	x	x	5%	u	24	-11%
- N/C(=N\OC(=O)c1ccccc1Cl)c1cccc([N+](=O)[O-])c1
  -7%	0.7%	x	3%	1%	11%	3%	u	2	u
- Cc1cs/c(=N\N=C2CCCCC2)n1Cc1ccco1
  -1%	u	2%	19%	-6%	-6%	-7%	-23%	3	-5%

Retrieved by compound from above:
Results follow in this order: TSG101-PTAP inh	B2AR arrestin	p53 reactivator	a7 integrin act	TCR act	MLL CXXC-DNA inh	A-T KAP1 phos	ELG1 DNA repair	TRPV1 agonist	BRCA1 expr act
- N/C(=N\OC(=O)c1ccccc1Cl)c1cccc([N+](=O)[O-])c1
  -7%	0.7%	x	3%	1%	11%	3%	u	2	u
- CCCNc1c(F)c(F)c2c(C)c3ccccc3nc2c1F
  u	7.0%	u	-35%	13%	u	15%	u	11	25%
- N#Cc1ccc(CSc2nnc(NC(=O)C3CC(=O)N(c4ccc5c(c4)OCCO5)C3)s2)cc1 (configuration not stated)
  -8%	3.1%	-2%	18%	3%[46.1 µM]	6%	4%	-1%	-2	4%
- COc1ccc(C2SCC(=O)N2c2nc3ccccc3s2)cc1 (configuration not stated)
  -1%	-0.2%	22%	-16%	2%	-4%	7%	u	-1	u
- CC(C)CC(C(=O)O)N1C(=O)C2C3CC(C2C1=O)C1C(c2ccccc2)c2sc(=O)[nH]c2SC31 (configuration not stated)
  -5%	-1.3%	-9%	6%	-6%[46.1 µM]	31%[activator]	-10%	u	-9	-3%

The results go on.
Results follow in this order: TSG101-PTAP inh	B2AR arrestin	p53 reactivator	a7 integrin act	TCR act	MLL CXXC-DNA inh	A-T KAP1 phos	ELG1 DNA repair	TRPV1 agonist	BRCA1 expr act
- O=C(NCC(=O)N(c1cccc(F)c1)C(C(=O)NC1CCCC1)c1cccnc1)c1cccs1 (configuration not stated)
  -6%	0.0%	-6%	8%	3%	-1%	3%	-2%	3	-8%
- O=C(O)c1cc(-c2ccc3c(c2)OCCO3)n[nH]1
  -5%	-0.2%	-1%	-5%	-4%	-8%	2%	9%	2	0%
- Oc1ccc(Cl)cc1CNCc1ccc(C(F)(F)F)cc1
  -8%	0.0%	3%	-17%	-13%	x	8%	3%	2	0%
- O=C(NNC(=O)c1csc(N2CCOCC2)n1)c1cccnc1
  -6%	-0.1%	4%	-12%	-4%	x	0%	18%	-1	-4%
- Cc1cc(=O)[nH]c(-c2ccccc2OC(F)(F)F)n1
  0%	0.4%	2%	3%	10%	-8%	0%	4%	-4	-9%
- CC(=O)Nc1ccc(SCC(=O)OCC(=O)NC(=O)NCCC(C)C)cc1
  -3%	0.2%	0%	18%	x	1%	1%	15%	-2	5%
- Cc1ncc(CO)c2cc(C(N)=O)c(=Nc3ccccc3)oc12
  -4%	0.0%	u	13%	x	-2%	1%	-12%	2	11%
- N#Cc1nccnc1N1CCN(C(=O)Nc2ccccc2)CC1
  0%	-0.1%	-4%	22%	-5%	-2%	8%	-1%	4	4%
- Cc1ccc(NC(=S)NC(NC(=O)N(C)C)C(Cl)(Cl)Cl)cc1 (configuration not stated)
  -2%	-0.1%	2%	-10%	5%[46.1 µM]	4%	3%	6%	-1	-15%
- O=C(O)/C(=C\c1ccccc1OC(F)F)c1ccc(-c2ccccc2)cc1
  -6%	-0.7%	4%	2%	2%	19%	2%	0%	-4	-48%

The list goes on.
Results follow in this order: TSG101-PTAP inh	B2AR arrestin	p53 reactivator	a7 integrin act	TCR act	MLL CXXC-DNA inh	A-T KAP1 phos	ELG1 DNA repair	TRPV1 agonist	BRCA1 expr act
- Cc1cc(C)cc(N(C(C)C(=O)N2CCOCC2)S(C)(=O)=O)c1 (configuration not stated)
  -5%	-1.2%	-1%	7%	3%	2%	0%	-19%	3	3%
- COc1ccc(OC)c(NC(=O)CSc2nnc(CNC(=O)c3cc(OC)c(OC)c(OC)c3)o2)c1
  -1%	0.4%	2%	0%	3%	21%	4%	8%	-1	-14%
- Cc1ccccc1Nc1nc(N)nc(COC(=O)[C@@H](NC(=O)c2c(F)cccc2F)C(C)C)n1
  1%	-0.7%	-1%	12%	0%	x	0%	2%	4	0%
- O=[N+]([O-])c1ccccc1N/N=C/c1ccc2c(c1)OCO2
  -3%	-0.5%	12%	2%	4%	-1%	4%	u	0	u
- O=C(NC1CCCC1)C1CCCN1S(=O)(=O)c1cccc2cccnc12 (configuration not stated)
  -8%	-0.4%	-2%	12%	2%	-7%	5%	0%	0	0%
- CCOC(=O)c1c(C)[nH]c(N=Nc2cccc(C)c2)c1C
  -3%	0.7%	u	u	5%	13%	18%	u	3	u
- O=S(=O)(Nc1nc(CN2CCOCC2)nc2sc3c(c12)CCCC3)c1cc(F)ccc1F
  0%	0.3%	-26%	-16%	-2%	-9%	-4%	1%	0	-18%
- CC(/C=N/NC(=S)Nc1cccc(S(=O)(=O)N(C)C)c1)c1ccccc1 (configuration not stated)
  0%	0.1%	-17%	-1%	-3%[46.1 µM]	-5%	-7%	4%	14	-10%
- CCCCN(C)C(=O)C1CCN(Cc2cccc(OCc3ccccc3)c2)CC1
  -5%	-0.2%	3%	-54%[inhibitor]	4%	-7%	8%	-24%	6	-39%
- O=C1CC(c2ccc3c(c2)OCO3)CN1 (configuration not stated)
  -3%	0.2%	-5%	23%	-8%	-4%	-9%	6%	2	0%

Later entries.
Results follow in this order: TSG101-PTAP inh	B2AR arrestin	p53 reactivator	a7 integrin act	TCR act	MLL CXXC-DNA inh	A-T KAP1 phos	ELG1 DNA repair	TRPV1 agonist	BRCA1 expr act
- CN(C(=O)Cn1nnc(-c2ccc(F)cc2)n1)C1CCS(=O)(=O)C1 (configuration not stated)
  -2%	-0.2%	1%	0%	x	x	3%	-5%	0	-1%
- FC(F)(F)c1nnc2c(Sc3ccccc3)nc3ccc(Cl)cc3n12
  -2%	5.5%	13%	-45%	11%	5%	7%	-11%	x	-86%
- O=c1c(-c2n[nH]c(=S)n2-c2ccccc2)cccn1Cc1cccc(Cl)c1
  -5%	-0.2%	1%	-27%	-1%	18%	-7%	4%	3	-29%
- Cc1nn(-c2ccc(Cl)cc2)c2[nH]c(=O)c(CNCc3ccc4c(c3)OCO4)cc12
  -1%	-0.4%	u	15%	5%	2%	-6%	u	0	-65%
- Cc1ccc(OCc2nc(-c3ccccn3)no2)c(Br)c1
  -5%	-1.9%	-2%	14%	8%	1%	15%	u	2	u
- CCn1nc(NC(=O)C2CCCO2)c2cc3cc(C)ccc3nc21 (configuration not stated)
  0%	0.2%	-2%	-6%	8%	u	20%	u	16	u
- O=C(COC(=O)/C=C/c1ccc(OC(F)F)cc1)Nc1cccc(S(=O)(=O)N2CCCC2)c1
  -1%	-0.2%	-1%	-22%	-1%	x	3%	2%	-1	-13%
- CCn1c(=O)c(C(=O)Nc2ccc(C)cc2C)c(O)c2ccccc21
  -1%	-0.4%	x	u	0%	1%	-7%	16%	-3	-9%
- CCOc1ccc(N(C(=O)c2ccc3c(c2)OCO3)C2C=CS(=O)(=O)C2)cc1 (configuration not stated)
  0%	0.3%	4%	-5%	-2%	-1%	0%	4%	1	-15%
- Cc1cc(/C=C2/NC(=O)N(Cc3ccccc3F)C2=O)c(C)n1C
  -3%	12%	-4%	-5%	4%	1%	-1%	u	-1	-22%
